NCI-60 one-dose screen, 48 h, at 10 µM unless noted. Numbers give growth in % (100 = growth as untreated, 0 = no growth, -100 = all killed).
NCI-H522: NCI-H522 lung cancer. hit rate 8% among 78,000. AID 1794739
NCI-H23: NCI-H23 lung cancer | hit rate 4% among 80,000
RXF 393: RXF 393 renal cancer cells | hit rate 6.9% among 77,000 | AID 1794773
NCI-H226: NCI-H226 lung cancer; AID 1794732; hit rate 3.5% among 79,000
A498: A498 renal cancer cells; hit rate 5.4% among 76,000
NCI-H460: NCI-H460 lung cancer | hit rate 6.8% among 82,000 | AID 1794736
ACHN: ACHN renal cancer; hit rate 4.9% among 81,000
CAKI-1: CAKI-1 renal cancer | hit rate 4.7% among 75,000
NCI/ADR-RES: NCI/ADR-RES ovarian cells; hit rate 4.4% among 81,000; AID 1794790
* marks the source's active call; other numbers are inactive results; / = not tested or not shown. The calls were made as follows: active = growth percent below 10; inactive = the rest.

SMILES | NCI-H522 | NCI-H23 | RXF 393 | NCI-H226 | A498 | NCI-H460 | ACHN | CAKI-1 | NCI/ADR-RES
CN(C)CCNC(=O)c1ccc(-c2nc3ccc4[nH]ncc4c3c3c2C2CCC3C2)cc1 (stereo not given) | -29* | 32 | -31* | 49 | -21* | 12 | 17 | 15 | 78
Clc1ccc(-c2nc(-c3cccs3)cn3ccnc23)cc1 | 28 | 71 | 87 | 72 | 90 | 81 | 91 | 59 | 56
CC1CCC(C)(C)c2ccccc21 (stereo not given) | 94 | 97 | 109 | 90 | / | 109 | 98 | 97 | 101
COc1ccc2c(c1)CCCN2C(N)=Nc1ccc(Cl)cc1 | 88 | 88 | 86 | 100 | 87 | 90 | 95 | 84 | 91
COc1cc(C2C=C(c3ccc(Cl)cc3)Nc3nc(SC)[nH]c(=O)c32)ccc1Oc1ccnc2cc(Cl)ccc12 (stereo not given) | 83 | 89 | 94 | 91 | 75 | 83 | 77 | 83 | 81
CC(C)=C(NC(=O)c1ccccc1)C(=O)O | 92 | 107 | 103 | 103 | 91 | 111 | 106 | 103 | 111
Nc1ccc(Br)cc1C(F)(F)F | 103 | 95 | 116 | 105 | 107 | 111 | 96 | 104 | 106
COc1ccc(NC(=O)Cn2c(-c3nonc3N)nc3ccccc32)cc1Cl | 85 | 101 | 111 | 100 | 106 | 105 | 104 | 97 | 106
O=[N+]([O-])c1cccc(/C=N\N=C\c2ccccc2O)c1 | 89 | 87 | 115 | 105 | 112 | 115 | 102 | 95 | 100
O=C1C(Cl)=C(Oc2cccc3cccnc23)C(=O)c2ccccc21 | 85 | 65 | 107 | 94 | 116 | 94 | / | / | 89
O=C(Nc1nc2ccc(Br)cc2s1)c1ccccc1 | 82 | 88 | / | 83 | 117 | 104 | 97 | 91 | 95
O=[N+]([O-])c1ccc(Nc2nc(NCCN3CCOCC3)ncc2[N+](=O)[O-])cc1 | 73 | 90 | 63 | 92 | 79 | 94 | 81 | 57 | 90
Cc1cc(=O)oc2cc(OS(=O)(=O)N3CCCC3)ccc12 | 89 | 103 | 107 | / | 82 | 104 | 106 | 93 | 104
CC1(C)CC(=O)C2=C(C1)N(CCO)c1cc3c(cc1C2c1cccc(F)c1)OCO3 (stereo not given) | 82 | 95 | 94 | 98 | 68 | 105 | 94 | 90 | 98
Cc1ccc2sc(C3CCCN(CC(=O)Nc4c(C)nn(-c5ccccc5)c4C)C3)nc2c1 (stereo not given) | 46 | 52 | 95 | 65 | 75 | 87 | 72 | / | 41
OC(COc1ccc(Cl)cc1)CN1CCN(c2ccc(Cl)cc2)CC1 (stereo not given) | 75 | 92 | 94 | 86 | 77 | 96 | 104 | 82 | 87
CCCCCCCCCCCCCC[n+]1ccc2c(C)c3c(c(C)c2c1)c1cc(O)ccc1n3CC | -43* | -64* | -63* | -40* | -20* | -68* | -25* | 31 | 60
CCOC(OCC)c1nc(N)[nH]c(=O)c1CCCCc1ccccc1 | 84 | 93 | 98 | 91 | 126 | 110 | 93 | 89 | 102
Cc1ccc(/C=C2\Oc3cc(C)c(Cl)cc3C2=O)cc1 | 81 | 103 | 110 | / | / | 104 | 100 | 94 | 114
NCCCNc1nc2ccccc2c2c(=O)c3cc(Cl)ccc3sc12 | -84* | 46 | 47 | 93 | 70 | -84* | -37* | 22 | -4.1*
COc1nc2cc(OCc3ccccc3)ccc2cc1-c1nc2c(cnn2-c2ccc(Br)cc2)c(=O)[nH]1 | 90 | 97 | 94 | 86 | 101 | 93 | 85 | 82 | 90
COc1c(C)c(C)c(OC)c2c1[nH]c(=O)c1c3cccnc3cn21 | 98 | 103 | 116 | 99 | 120 | 104 | 114 | 104 | 110
COc1cccc(OCC(O)CN2CCN(c3ccc(C)cc3)CC2)c1 (stereo not given) | 102 | 100 | 108 | 96 | 78 | 103 | 110 | 91 | 100
c1ccc(COc2ccc(Nc3ncnc4sc5c(c34)CCCC5)cc2)cc1 | 67 | 100 | 100 | 95 | 70 | 105 | 105 | / | 98
CC1=CC(C)=Nn2c(nc3sc4c(c3c2=O)CCN(C)C4)N1c1ccc(Cl)cc1 | 69 | 81 | 105 | 91 | / | / | 98 | 88 | 100
CC1=C/C(=N\OCC(=O)O)CC(c2ccc(C(C)C)cc2)C1 (stereo not given) | 72 | 97 | 112 | 87 | 96 | 91 | 89 | 94 | 100
COc1ccc2c(C3=C(c4cn(C)c5ccccc45)C(=O)N(O)C3=O)coc2c1 | 85 | 99 | 108 | 88 | 108 | 108 | 99 | 88 | 104
O=C1CCC(=O)N1Cc1ccccc1 | 102 | 87 | 87 | 90 | 86 | 106 | 101 | 94 | 90
Cc1cccc2c1CC1(C2=O)C2C=CC(C2)S1=O (stereo not given) | 84 | 106 | 107 | 104 | / | / | 105 | / | 99
CCCCCCCCCCCCCCCCOc1ccc(S(=O)(=O)NC(C)(C)C)cc1[N+](=O)[O-] | 94 | 98 | 115 | 93 | 109 | 108 | 99 | 96 | 105
O=C1c2cccc(NCCN=Cc3cc(O)ccc3O)c2C(=O)c2c(NCCN=Cc3cc(O)ccc3O)cccc21 | -65* | -26* | -34* | 6.9* | -49* | -71* | 0.3* | -37* | 43
N#Cc1nc(-c2ccccc2)oc1N1CCN(S(=O)(=O)c2ccc(Cl)cc2)CC1 | 79 | 95 | 94 | 81 | 76 | 85 | 83 | 82 | 87
Cc1nn(-c2cc(-c3ccccc3)no2)c(N)c1C | 77 | 95 | 116 | 91 | 105 | / | 99 | 74 | 98
N#CCC(=O)Nc1nnc(-c2ccc(Cl)cc2)o1 | 93 | 88 | 123 | 96 | 119 | 108 | 101 | 84 | 96
Cc1nn(-c2ccccc2)c(N2CCOCC2)c1-c1nc2ccc(C(=O)NN=Cc3ccc(O)cc3)cc2[nH]1 | 101 | 110 | 135 | 110 | 97 | 104 | 96 | 94 | 110
O=C(N/N=C/c1ccccc1O)C(O)(c1ccccc1)c1ccccc1 | 28 | 64 | 85 | 71 | / | 27 | 35 | 23 | 36
Cn1c(SCC(=O)c2ccc(F)cc2)nc2ccccc2c1=O | 84 | 84 | 108 | 93 | 100 | 101 | 96 | 88 | 94
CC(=O)OC1CCCCC1C1CCCCC1 (stereo not given) | 112 | 105 | 144 | 103 | 84 | 120 | 102 | 93 | 102
COc1cccc(-c2c(C#N)c(-c3cccs3)nc3c2c(-c2ccccc2)nn3-c2ccccc2)c1 | 85 | 103 | 123 | 101 | 130 | 111 | 101 | 86 | 103
CCC(=O)Oc1ccc(/C(=C(/C)Cc2cccc(OC)c2)c2ccc(OCCN3CCCCC3)cc2)cc1 | 99 | 100 | 97 | 100 | 89 | 99 | 105 | 88 | 99

Nine of the compounds above, with values under each structure:
Results follow in this order: NCI-H522 | NCI-H23 | RXF 393 | NCI-H226 | A498 | NCI-H460 | ACHN | CAKI-1 | NCI/ADR-RES
> c1ccc(COc2ccc(Nc3ncnc4sc5c(c34)CCCC5)cc2)cc1
    67 | 100 | 100 | 95 | 70 | 105 | 105 | / | 98
> CC1=CC(C)=Nn2c(nc3sc4c(c3c2=O)CCN(C)C4)N1c1ccc(Cl)cc1
    69 | 81 | 105 | 91 | / | / | 98 | 88 | 100
> CC1=C/C(=N\OCC(=O)O)CC(c2ccc(C(C)C)cc2)C1 (stereo not given)
    72 | 97 | 112 | 87 | 96 | 91 | 89 | 94 | 100
> COc1ccc2c(C3=C(c4cn(C)c5ccccc45)C(=O)N(O)C3=O)coc2c1
    85 | 99 | 108 | 88 | 108 | 108 | 99 | 88 | 104
> O=C1CCC(=O)N1Cc1ccccc1
    102 | 87 | 87 | 90 | 86 | 106 | 101 | 94 | 90
> Cc1cccc2c1CC1(C2=O)C2C=CC(C2)S1=O (stereo not given)
    84 | 106 | 107 | 104 | / | / | 105 | / | 99
> CCCCCCCCCCCCCCCCOc1ccc(S(=O)(=O)NC(C)(C)C)cc1[N+](=O)[O-]
    94 | 98 | 115 | 93 | 109 | 108 | 99 | 96 | 105
> O=C1c2cccc(NCCN=Cc3cc(O)ccc3O)c2C(=O)c2c(NCCN=Cc3cc(O)ccc3O)cccc21
    -65* | -26* | -34* | 6.9* | -49* | -71* | 0.3* | -37* | 43
> N#Cc1nc(-c2ccccc2)oc1N1CCN(S(=O)(=O)c2ccc(Cl)cc2)CC1
    79 | 95 | 94 | 81 | 76 | 85 | 83 | 82 | 87

Next part.
SMILES | NCI-H522 | NCI-H23 | RXF 393 | NCI-H226 | A498 | NCI-H460 | ACHN | CAKI-1 | NCI/ADR-RES
CCCCC(C)NC(=O)c1ccccc1 (stereo not given) | 98 | 114 | 106 | 103 | 96 | 105 | 110 | 98 | 111
c1ccc2c(c1)CCCc1nnc3nc4ccccc4n3c1-2 | 56 | 47 | 47 | 51 | 55 | 26 | 35 | 22 | 25
COc1ccc(-c2nnc(-c3ccc4c(c3)nc(-c3ccccc3)n4C3CCCCC3)o2)cc1 | 18 | 63 | 97 | 46 | 85 | 64 | 60 | / | 40
CCS(=O)(=O)N[C@@H]1O[C@H](COC(C)=O)C(OC(C)=O)[C@H](OC(C)=O)C1OC(C)=O (stereo not given in full) | 84 | 102 | 88 | 109 | / | / | 101 | 95 | 108
CC(C)CC(CC(C)C)NCCO | 83 | 95 | 120 | 108 | 101 | 109 | 102 | 94 | 103
O=c1[nH]c(=S)[nH]cc1Sc1ccc(Cl)cc1 | 103 | 91 | 126 | 101 | 99 | 93 | 98 | / | 93
COc1ccc(CSc2nc3ccc(Cl)cc3c(=O)n2-c2ccc(OC)cc2)cc1 | 103 | 106 | 105 | 106 | 100 | 101 | 103 | 89 | 117
CC(C)C(N)=Nc1ccc(Cl)c(Cl)c1 | 88 | 99 | 105 | 96 | 99 | 115 | 98 | 100 | 103
Cn1c2ccc(Br)cc2c2nnc(Sc3no[n+]([O-])c3-c3ccccc3)nc21 | 87 | 88 | 98 | / | 84 | 106 | 100 | 105 | 95
COC(=O)c1nc(N)nc(C(=O)OC)c1C(=O)c1ccc([N+](=O)[O-])cc1 | 107 | 108 | 113 | 104 | 147 | 107 | 111 | 95 | 108
O=C(O)CCCC(=O)Nc1ccc(NC(=O)Nc2ccc(Cl)c(C(F)(F)F)c2)cc1 | 78 | 94 | 108 | 100 | 102 | 99 | 110 | 105 | 98
Cc1ccc(NC(=O)CC2C(=O)N(Cc3ccccc3)c3nc4ccccc4n32)cc1 (stereo not given) | 92 | 99 | 93 | 95 | / | 105 | 101 | 79 | 102
C=CCCCCCCCCC1OCC(C)(C)C(C(C)C)O1 (stereo not given) | 102 | 97 | 108 | 103 | 81 | 110 | 106 | 96 | 105
COc1c(O)cc(Br)c(C=O)c1[N+](=O)[O-] | 94 | 105 | 116 | 106 | 78 | 104 | 99 | 96 | 100
COc1ccc(C2Nc3ccccc3-n3cccc32)cc1 (stereo not given) | 96 | 80 | 111 | 97 | 93 | 102 | 88 | 89 | 90
COc1nc(N)nc(-n2c(-c3ccc([N+](=O)[O-])cc3)nc3ccccc32)c1NCc1ccc([N+](=O)[O-])cc1 | 92 | 102 | / | 92 | 92 | 108 | 101 | 59 | 107
O=C(c1cc2ccccc2[nH]1)N(CC(F)(F)F)[C@H]1CCC[C@@H](NCc2cccc(F)c2)C1 | 88 | 89 | 68 | 81 | / | 85 | 81 | 82 | 90
COc1cccc2c1CCC1=CC(=O)CCC12C (stereo not given) | 106 | 105 | 120 | 108 | 103 | 115 | 112 | 106 | 104
S=C(Nc1ccccc1)Nc1nnc(Cc2ccc(Cl)cc2)s1 | 103 | 102 | 116 | 102 | 112 | 103 | 104 | 91 | 108
c1ccc(CC2=NCCCS2)cc1 | 92 | 106 | / | 94 | 87 | 108 | 92 | 109 | 105
COC(=O)Nc1nc2ccc(C3(c4ccc(F)cc4)OCCO3)cc2[nH]1 | -37* | 47 | 0.3* | 64 | 4.6* | 10 | 42 | 41 | 24
CCCCCCNc1nc(NCCCCCC)c2[nH]c(NCCCCCC)nc2n1 | -42* | 48 | 81 | 92 | 40 | 48 | 100 | 74 | 90
COc1cc(C(CC(=O)c2ccccc2)CC(=O)c2ccccc2)ccc1O | 92 | 98 | 108 | 109 | 103 | 98 | 97 | 86 | 95
COc1nc(OC)nc(-c2cc(-c3ccc(OC)c(F)c3)no2)n1 | 97 | 101 | 103 | 96 | 83 | 100 | 105 | 98 | 108
O=C(Nc1ccccc1)n1ncc2cc(Nc3ccnc(Cl)n3)ccc21 | 80 | 95 | 112 | 97 | 97 | 110 | 104 | 98 | 104
C1=C(c2ccccc2)n2cnc3ncnc(c32)S1 | / | 90 | / | 90 | 98 | 98 | 100 | 95 | 96
CCC(C)[C@@H]1NC(=O)[C@@H](C(C)CC)NC(=O)CC(=O)[C@H](C)[C@H](/C=C(\C)CC(C)C/C(C)=C/c2cnco2)OC1=O (stereo not given in full) | 82 | 97 | 115 | 99 | 101 | 104 | 93 | 100 | 82
CN1CCC(=O)N1 | 84 | 102 | 107 | 102 | 101 | 108 | 109 | 106 | 106
CCOCCOC(=O)Nc1ccc(C)c(NC(=O)OCCOCC)c1 | 113 | 102 | 99 | 94 | 93 | 105 | 105 | 101 | 109
CNC(c1ccccc1)c1ccccc1 | 90 | 101 | 117 | 100 | 77 | 107 | 98 | 92 | 102
COc1ccc2[nH]c(=O)c(CSc3nccc(-c4ccc(OC)c(OC)c4)n3)cc2c1 | -17* | 35 | -14* | -13* | 48 | 18 | 24 | -10* | 24
C=CC1=C(C)/C(=C\c2[nH]c(Cc3[nH]c(/C=C4\NC(=O)C(C)=C4C=C)c(C)c3CCC(=O)O)c(CCC(=O)O)c2C)NC1=O | 93 | 91 | 104 | 92 | 65 | 98 | 96 | 84 | 104

Source: PubChem BioAssay
